TRHR PAM: TRH receptor (human) allosteric enhancement; P34981; TRHR cells, fluo-8 calcium fluorescence, EC20 TRH enhancement; actives 0.66% (n = 360,000); enhancement, % at 2 µM; in the data active = enhancement above about 30%; note: 0% is about no effect
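TRHR-expressing cells loaded with fluo-8 calcium dye were read kinetically (ex 480/em 530) during compound addition, then stimulated with an EC20 of TRH (10 nM final). Enhancement of the Gq-mediated intracellular calcium response was scored.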
D1 antagonist: human D1 dopamine receptor antagonism | AID 504652 | P21728 | actives 3.2% (n = 360,000) | HEK293 TREx D1 cells, calcium flux, dopamine EC80; stronger effect = lower value | activity change, negative = inhibition, % at 10 µM; in the data active = activity change below about -30%; note: % is set by controls: 0 for no effect and ±100 for the full control effect
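Calcium flux readout: force-coupled, inducible Hek293 Trex D1 line, cells induced overnight at 30 C with tetracycline, dye-loaded 30–90 min at RT. Antagonism scored against EC80 dopamine challenge given 180 s after compound.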
D2 potentiator: D2 dopamine receptor (human) potentiation | P14416 | HEK293 T-REx D2, calcium flux, EC20 dopamine potentiation | potentiation, % at 10 µM | actives 0.34% (n = 340,000);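 active = potentiation over 3 SD above the plate norm, cut at about 30% in these data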; note: 0% is about no effect
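Potentiation of an EC20 dopamine calcium response is measured in a force-coupled, tetracycline-inducible Hek293 Trex D2 line. Compound-only kinetic reads over 180 s flag agonists before dopamine addition.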
RXFP1 antag: antagonists of human relaxin receptor RXFP1; activity change, negative = inhibition, % at 57.5 µM; actives 0.59% (n = 350,000); HEK293-RXFP1, relaxin-stimulated cAMP HTRF, 30 min; stronger effect = lower value; Q9HBX9;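 active = activity change of -60% or lower, but not beyond a set lower limit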; note: % is set by controls: 0 for no effect and ±100 for the full control effect
Target sequence (Q9HBX9 whole entry, looked up): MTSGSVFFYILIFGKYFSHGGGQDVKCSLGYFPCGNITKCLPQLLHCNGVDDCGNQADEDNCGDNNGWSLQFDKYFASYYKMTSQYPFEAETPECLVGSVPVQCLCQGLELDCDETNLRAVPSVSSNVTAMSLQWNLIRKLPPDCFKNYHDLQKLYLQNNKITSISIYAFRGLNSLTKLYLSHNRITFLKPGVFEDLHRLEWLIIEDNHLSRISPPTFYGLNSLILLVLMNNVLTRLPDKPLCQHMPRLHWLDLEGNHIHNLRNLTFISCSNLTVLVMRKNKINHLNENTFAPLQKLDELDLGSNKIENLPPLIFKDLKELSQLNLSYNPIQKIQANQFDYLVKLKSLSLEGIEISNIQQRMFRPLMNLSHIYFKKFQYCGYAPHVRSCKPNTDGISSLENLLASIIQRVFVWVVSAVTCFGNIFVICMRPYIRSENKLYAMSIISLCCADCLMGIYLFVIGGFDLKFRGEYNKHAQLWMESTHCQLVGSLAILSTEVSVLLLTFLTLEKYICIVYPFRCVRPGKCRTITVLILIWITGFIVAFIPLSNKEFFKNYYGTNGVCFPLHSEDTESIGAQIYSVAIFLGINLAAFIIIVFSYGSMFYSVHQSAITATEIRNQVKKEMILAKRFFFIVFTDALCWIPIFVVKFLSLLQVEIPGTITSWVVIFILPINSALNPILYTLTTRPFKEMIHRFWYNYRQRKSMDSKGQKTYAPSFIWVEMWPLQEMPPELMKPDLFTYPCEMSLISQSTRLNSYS
D2 agonist: D2 dopamine receptor (human) agonism. P14416. HEK293 T-REx D2 cells, calcium flux agonist mode. activation, % at 2 µM. actives 0.53% (n = 340,000). AID 485358;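 active = activation over 3 SD above normal in the single-dose calcium agonist read, cut at about 30% in these data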; note: 0% is about no effect
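Tetracycline-induced HEK293 Trex cells with D2 receptor force-coupled to calcium signaling, plated overnight at 30 C and loaded with no-wash calcium dye. Calcium flux read kinetically for 180 s after compound addition; responses flag agonists.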
D1 ag: activates the human D1 dopamine receptor; P21728; HEK293 T-REx D1 cells, calcium flux, agonist mode; activation, % at 2 µM; actives 1% (n = 360,000); AID 504660; note: 0% is about no effect
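Inducible HEK293 T-REx D1 cells, force-coupled to calcium signalling, were plated at 4000 cells/well with tetracycline and held overnight at 30 C. After no-wash calcium dye loading, compound-evoked calcium rise over 180 s flagged agonists.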
D1 PAM: human D1 dopamine receptor positive modulation. P21728. HEK293 TREx D1 cells, calcium flux, dopamine EC20 potentiation. potentiation, % at 10 µM. actives 0.036% (n = 360,000). AID 504651; in the data active = potentiation above about 30%; note: 0% is about no effect
TRHR agonist: TRH receptor (human) agonism; P34981; activation, % at 2 µM; TRHR cells, calcium flux fluo-8, FDSS agonist mode; actives 0.18% (n = 360,000); note: 0% is about no effect
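Fluo-8-loaded TRHR cells; 10 s baseline, compound added, kinetic Ca2+ fluorescence read 1/s, agonist mode.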
D2 antag: D2 dopamine receptor (human) antagonism | actives 2% (n = 340,000) | AID 485344 | inhibition, % at 10 µM | HEK293 TREx D2 cells, calcium flux, dopamine EC80 | P14416; in the data active = inhibition above about 30%; note: 0% is about no effect
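Tetracycline-induced HEK293 T-REx cells expressing D2 force-coupled to calcium signalling were dye-loaded, exposed to compound for 180 s, then challenged with an EC80 of dopamine; calcium flux was followed kinetically for a further 180 s.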
* = called active by the depositor; x = not tested or not shown; & = joins results of further samples. Cut-off read from the data, not from the text of the source, unless noted: active = activation above about 30%; inactive = the rest.

SMILES	TRHR PAM	D1 antagonist	D2 potentiator	RXFP1 antag	D2 agonist	D1 ag	D1 PAM	TRHR agonist	D2 antag
CCCN(CCC)S(=O)(=O)c1ccc(NC(=O)c2cc(C(=O)OC)cc([N+](=O)[O-])c2)cc1	10.7	-37.9*	2.7	4.6	-0.7	0.7	0.9	-0.1	-4.0
Nc1nnc(SC2CCCC2)s1	-2.2	4.1	-0.9	-12.0	-0.6	3.3	-5.2	-0.1	-7.1
CCOc1ccc(NC(=O)COC(=O)C2C3CC4OC(=O)C2C4C3)cc1 (stereo not drawn)	0.1	-16.6	2.3	-3.0	-0.8	6.0	x	-1.6	-18.8
COc1ccc(-c2cc(C3CCN(c4ncccc4[N+](=O)[O-])CC3)[nH]n2)cc1	-2.9	-7.4	-0.7	-11.1	-0.2	0.4	0.2	0.1	7.6
O=C(NC1CC2CCCC(C1)N2Cc1ccccc1)C1CCCCC1 (stereo not drawn)	-11.5	2.0	-23.1	8.3	0.2	0.1	-3.9	0.6	22.2
N#Cc1c(-c2ccc(F)cc2)cc(-c2cccs2)nc1SCC(=O)O	1.7	-16.4	-2.1	0.9	-3.1	1.3	-0.6	-0.4	-19.4
C[n+]1ccccc1/C=C/c1ccc2ncccc2c1	4.9	6.4	11.7	6.3	1.2	2.2	4.6	0.8	-7.0
O=C(Cc1cccs1)Nc1nnc(-c2ccncc2)s1	-2.3	14.8	-6.5	2.4	-2.9	0.2	1.6	0.1	11.0
CN(C)/C=C(\C(=O)c1cccc(Cl)c1)c1nnnn1-c1ccccc1	-2.6	-10.4	-3.4	-9.6	-0.1	2.6	0.6	-0.1	2.6
C(=N\Nc1nc(N2CCOCC2)nc(N2CCOCC2)n1)/c1ccco1	-1.5	-0.4	8.4	x	0.6	1.0	-3.4	0.4	5.5
COCCCNC(=O)c1cn(CC(C)C)c(=O)c2c1c1ccccc1n2C	0.1&-2.1	-8.3&-1.5	-5.9&5.0	-16.2&-10.0	0.6	-2.5&-0.6	-1.4&-4.7	-0.5&-0.9	-2.0
CCC(C)C(NC(=O)OCc1ccccc1)C(=O)OCN1C(=O)c2ccccc2C1=O (stereo not drawn)	-9.6	5.0	-12.5	-1.9	0.9	27.8	-1.4	0.9	1.0
S=C(NC1CCCCC1)N1CCn2cccc2C1c1cccnc1 (stereo not drawn)	-7.2	-25.7	-4.5	-1.9	-0.4	0.0	-10.9	-3.0	-0.4
Cc1ccc(NS(=O)(=O)c2c(C)nc3sccn3c2=O)c(Cl)c1	0.1	3.0	19.4	-7.3	0.5	2.6	-2.6	-0.4	x
CCOC(=O)C1=C(C)N(CCCCCC(=O)O)C(=O)NC1c1ccc(Br)cc1 (stereo not drawn)	10.2	-8.9	3.2	x	-0.2	0.7	2.0	-0.2	6.2
CCc1nnc(NS(=O)(=O)c2ccc(NC(=S)NC(=O)/C=C/c3ccc(OC)cc3)cc2)s1	6.8	-30.1*	-6.8	x	-0.5	4.4	-3.2	0.1	2.2
Nn1cnnc1N/N=C/c1ccc(F)cc1	-3.8	4.9	0.6	6.9	0.8	4.8	-2.0	0.6	0.6
O=C(O)COc1ccc(Br)cc1C(c1c(C(=O)O)[nH]c2ccccc12)c1c(C(=O)O)[nH]c2ccccc12	5.4	22.5	x	-1.0	x	0.4	-1.0	0.4	x
Cc1ccc(S(=O)(=O)N2CCN(S(C)(=O)=O)C2c2ccccc2)cc1 (stereo not drawn)	-7.0	1.0	x	3.4	1.1	-0.2	-7.9	-1.7	6.2
NC(CC(=O)O)c1ccc(F)cc1 (stereo not drawn)	6.3	10.4	x	5.5	x	3.7	-3.4	0.5	x
Cc1ccc(OCC(=O)N(Cc2ccccc2)C(C)(C)C)c([N+](=O)[O-])n1	2.3	-0.2	-3.4	-6.9	0.6	-0.4	-3.9	0.0	5.4
CCCOc1ccc(N2CC(C(=O)Nc3ccc(N4CCOCC4)cc3)CC2=O)cc1 (stereo not drawn)	-4.2	1.3	13.3	-5.0	0.8	-1.0	4.5	0.1	11.7
O=C(NNC(=O)c1cc(-c2ccccc2)nc2ccccc12)c1csc(N2CCOCC2)n1	-0.9	-0.2	1.2	-12.5	0.3	1.1	3.2	-0.5	0.2
O=C1c2ccccc2NC(c2ccccc2)N1NS(=O)(=O)c1ccccc1 (stereo not drawn)	6.2	-4.1	-0.9	0.5	0.1	1.0	0.6	-0.1	-14.6
O=C(/C=C/c1ccccc1)Nc1cccnc1Oc1ccccc1F	4.3	-39.3*	-7.0	-24.1	-1.4	9.1	0.3	0.1	-6.7

Compound profiles (already shown). Order of values: TRHR PAM	D1 antagonist	D2 potentiator	RXFP1 antag	D2 agonist	D1 ag	D1 PAM	TRHR agonist	D2 antag
Results for `O=C(NC1CC2CCCC(C1)N2Cc1ccccc1)C1CCCCC1` (stereo not drawn) → -11.5	2.0	-23.1	8.3	0.2	0.1	-3.9	0.6	22.2
Results for `C(=N\Nc1nc(N2CCOCC2)nc(N2CCOCC2)n1)/c1ccco1` → -1.5	-0.4	8.4	x	0.6	1.0	-3.4	0.4	5.5

Continuation.
SMILES	TRHR PAM	D1 antagonist	D2 potentiator	RXFP1 antag	D2 agonist	D1 ag	D1 PAM	TRHR agonist	D2 antag
O=C(NNC(=O)C1CCC1)c1cccc(Cl)c1	7.8	2.4	-6.0	0.0	-1.2	0.8	-4.4	0.0	-18.4
CCOC(=O)C1(Cc2cccc(OC)c2)CCN(Cc2cnc(C)s2)CC1	-0.1	8.0	4.6	-24.6	-0.3	7.0	3.5	-0.8	-20.6
OCC(CO)(CO)NCc1ccc(-c2ccccc2)cc1	-1.6	-14.6	-5.7	-7.2	1.4	0.9	1.1	0.4	7.4
CC(=O)Nc1sc(C)c(C)c1C(=O)OCC(=O)N(CC(C)C)C1CCS(=O)(=O)C1 (stereo not drawn)	4.4	-1.1	12.4	-11.8	1.6	0.4	1.6	0.3	-3.6
COc1ccc(NC(=O)Cn2cccc2)cc1Cl	7.7	11.1	9.8	-22.1	0.4	0.2	-9.6	0.5	1.8
COC(=O)c1cc(OC)c(OC)cc1NC(=O)c1cnccn1	3.2	15.0	4.7	x	0.1	1.9	7.7	0.1	23.7
CC1(C)O[C@@H]2C[C@H]3[C@@H]4C[C@H](F)C5=CC(=O)CC[C@]5(C)[C@H]4[C@@H](O)C[C@]3(C)[C@]2(C(=O)CO)O1	15.6	-23.9	10.6	-15.2	1.8	2.7	3.1	-1.1	18.5
CN(Cc1cnn(-c2ccccc2)c1)C(=O)C1CCC(=O)N(C2CC2)C1 (stereo not drawn)	6.9	2.4	10.3	-5.1	0.9	0.0	-2.7	0.0	1.7
OCc1cn(-c2ccccc2)nc1-c1ccc(Br)cc1	-1.1	13.9	1.3	-7.4	1.0	-2.6	-3.1	0.8	0.7
O=C(N/N=C/c1ccc(Br)cc1)c1cc[n+](Cc2ccccc2)cc1	0.5	9.9	4.9	-5.3	-1.7	1.8	-6.8	-1.7	-2.2
O=C(Nc1ccc(S(=O)(=O)N2CCOCC2)cc1)c1ccc([N+](=O)[O-])o1	-0.6	-6.7	13.8	12.0	0.3	6.5	8.6	0.6	1.7
CCCOc1ccc(C(=O)NNC(=S)NC(=O)c2cccs2)cc1	-2.3	-25.8	-12.3	-25.1	29.3	104.3*	11.1	13.4	12.2
O=C(CC1N=C2c3ccccc3N=C(SCc3ccc(F)cc3)N2C1=O)NCc1cccs1 (stereo not drawn)	-2.3	16.4	2.2	-7.6	-0.1	-0.1	-0.2	-0.4	x
CCCCn1c(N)c(N(C)C(=O)c2ccc(-n3cccn3)cc2)c(=O)[nH]c1=O	-1.7	4.1	-3.5	4.6	0.4	0.0	10.3	0.3	0.2
CCN(CC)c1ncn(Cc2c(Cl)cccc2Cl)c2ncnc1-2	-5.3	4.0	-1.9	-7.2	-0.5	0.6	-2.2	1.3	-11.6
CC(Sc1nc2sc3c(c2c(=O)n1-c1ccccc1)CCCC3)C(=O)O (stereo not drawn)	-2.9	0.2	1.9	-0.4	-0.1	0.2	2.4	0.2	-8.3
COc1ccc(NC(=O)Cn2cc(S(=O)(=O)c3ccccc3)c(=O)c3cc4c(cc32)OCO4)cc1	1.6	-46.6*	-15.9	x	0.3	3.9	-3.9	0.6	x
O=[N+]([O-])c1ccc2c(c1)N([O-])C1(CCCCC1)[N+]2=O	-1.9	-5.4	9.7	-7.9	0.3	-0.1	-3.5	-0.3	-3.5
Cc1ccc2nc(-c3ccc(Br)cc3)cn2c1	6.0	4.4	5.7	0.9	-0.3	2.9	-7.0	-0.2	-10.6
COc1cccc(OCc2cc(C3Nc4ccccc4C(=O)N3Cc3ccco3)ccc2OC)c1 (stereo not drawn)	18.9	-3.1	-4.3	x	-1.0	0.2	-5.9	0.9	-32.9
CCOc1ccccc1NC(=O)CC1SC(=N)N(c2ccccc2)C1=O (stereo not drawn)	1.6	-4.6	-7.2	x	3.3	1.7	5.0	-0.9	-6.0
CCOc1ccc(NC(=O)C2CCC(CNc3c(N4CCCCC4)c(=O)c3=O)CC2)cc1 (stereo not drawn)	0.2	3.7	-8.1	5.4	-0.4	1.8	0.1	-0.4	-4.6
CSCCC(NC(=O)c1ccccc1Cl)C(=O)NCc1ccncc1 (stereo not drawn)	2.1	1.5	7.7	-5.9	0.0	1.6	-4.0	1.2	-11.5
COc1cccc(NC(=O)NC2CCCCC2C)c1 (stereo not drawn)	-2.3	x	1.6	2.4	-0.3	-1.7	1.9	0.2	17.5
CC(c1nccs1)N(C)C(=O)CCc1nnc(-c2ccc(-c3ccccc3)cc2)o1 (stereo not drawn)	-2.1	-21.5	-0.5	-8.4	0.5	5.2	-4.5	0.8	-1.2
CCCCCN(C(=O)CCC(=O)OCC(=O)N(C)c1ccccc1)c1c(N)n(CCCC)c(=O)[nH]c1=O	-5.4	-1.4	-5.5	-11.8	0.0	2.7	-2.8	0.1	-13.4
COc1ccccc1CNC(=O)CCC(=O)N1CC2CCCN2c2ccccc21 (stereo not drawn)	-2.4	-0.6	3.8	-2.9	0.2	4.4	-2.0	1.2	x
COC(=O)[C@@H](NC(=O)NC(C)CCc1ccccc1)C(C)C (stereo partly drawn)	3.5	3.5	-1.6	-16.0	0.4	1.2	-5.5	-0.5	-1.1

Shown as a hit in D1 antagonist, of those listed so far:
compound,TRHR PAM,D1 antagonist,D2 potentiator,RXFP1 antag,D1 ag,D1 PAM,TRHR agonist,D2 antag
CCCN(CCC)S(=O)(=O)c1ccc(NC(=O)c2cc(C(=O)OC)cc([N+](=O)[O-])c2)cc1,10.7,-37.9*,2.7,4.6,0.7,0.9,-0.1,-4.0
CCc1nnc(NS(=O)(=O)c2ccc(NC(=S)NC(=O)/C=C/c3ccc(OC)cc3)cc2)s1,6.8,-30.1*,-6.8,x,4.4,-3.2,0.1,2.2
O=C(/C=C/c1ccccc1)Nc1cccnc1Oc1ccccc1F,4.3,-39.3*,-7.0,-24.1,9.1,0.3,0.1,-6.7
COc1ccc(NC(=O)Cn2cc(S(=O)(=O)c3ccccc3)c(=O)c3cc4c(cc32)OCO4)cc1,1.6,-46.6*,-15.9,x,3.9,-3.9,0.6,x
